# Screening results (PubChem)
# b-catenin transl: alters nuclear translocation of beta-catenin in HeLa cells; immunofluorescence imaging; nuclear translocation activity, % at 5 µM; 190,000 tested, 0.3% active;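 active = nuclear translocation activity above 50% at 5 µM, with a well cell count of 50 or more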;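 note: per-cell ratio of nuclear to cytoplasmic median beta-catenin stain intensity; plate controls were DMSO negative control for no effect and GSK-3 inhibitor IX positive control for full effect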
#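 Test system: human HeLa cells, native beta-catenin. Compound dosing: 5 µM primary single dose, 0.1% DMSO, 0.02–20 µM confirmation series. Incubation: compound exposure 24 h at 37°C. Detection: beta-catenin immunostaining with DAPI counterstain, 20x imaging, 6 fields/well. Read-out basis: Nuclear/cytoplasmic beta-catenin signal ratio, % activation.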
# WT yeast gro inh: growth inhibition of WT yeast, mitochondrial fusion screen; mitochondrial fusion phenotypic screen, WT strain; inhibition, % at 10 µM; 190,000 tested, 2.1% active; AID 1362; in the data active = inhibition above about 58%; tested in S. cerevisiae
# Autophagy mod: alters autophagy in cells; 190,000 tested, 0.98% active; calls only at 10 µM (by protocol); MEF GFP-LC3 puncta imaging; test concentration mostly 10 µM;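 active = percentage of spot-positive cells more than 3 SD above its plate mean, without a fluorescence outlier flag or 80% toxicity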;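 note: spot-positive cell cutoff set from DMSO-treated cells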
# Lipid droplet: hepatic lipid droplet formation modulation; AML12 mouse hepatocytes, oleate lipid droplets, BODIPY imaging; inhibition, % at 6.5 µM; 240,000 tested, 0.4% active;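 active = lipid droplet intensity inhibited by at least 50%, with more than 500 cells counted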
#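 Assay system: AML12 hepatocytes (mouse) / Also added: 100 µM oleic acid challenge / Times: overnight treatment with compound plus oleate / Detection: high-content imaging of BODIPY-stained droplets and DAPI nuclei / Evaluation: % inhibition of lipid droplet signal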
# Dynein transport: dynein cargo transport inhibition. z-score, hits read low. 3617.4 mouse cells, GR-EGFP nuclear translocation imaging; test concentration mostly 20 µM; stimulated with dexamethasone, 1 µM; active compounds read low. 220,000 tested, 0.47% active;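 active = plate z-score of nuclear minus cytoplasmic receptor signal below a set negative limit, without overly bright fluorescence or cell loss, cut at about -3.5 in these data, passing the limit was not always enough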;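 note: z-score of nuclear minus cytoplasmic ring GR-EGFP intensity difference per well; some compounds called inactive have numbers as strong as hits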
#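 Schedule: 48 h induction, then 1 h compound, then 30 min agonist, 37 °C. Buffer or medium: tetracycline-free induction medium containing charcoal-stripped FBS. Reagent: 1.0 µM final dexamethasone stimulus. Evaluation: nuclear versus cytoplasmic GR-EGFP signal, averaged per well. Signal: high-content fluorescence imaging after fixation.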
# Insulin prom up: MIN6 insulin promoter up-regulation; MIN6 insulin promoter-GFP reporter, high-content imaging; active compounds read high; z-score at 5 µM; 190,000 tested, 0.3% active; AID 1625;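 active = z-score above 3 at 5 µM with at least 500 cells counted in the well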
# MT stabilizer: microtubule stabilizers in HeLa cells | HeLa tubulin immunostaining HCS, 24 h; share of cells brighter than vehicle mean+2SD | % tubulin-high responders, % at 10 µM | 200,000 tested, 0.83% active | AID 2205;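 active = plate Z-score above 3 for both tubulin-high and condensed-nucleus cell shares, with cell loss under 80%, at 10 µM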;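 note: anti alpha tubulin signal scored within the nucleus-defined area of each cell; some results filed as inactive read as strong as hits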
# HEK293 NOD2/NF-kB: NOD2 signaling inhibitors, cell-based, luminescence, uHTS, HEK293 (AID 1566); inhibition, % at 4 µM, or EC50 in µM where a hit was titrated; 290,000 tested, 0.63% active; HEK293 NOD2/NF-kB luciferase reporter, luminescence; higher % means a stronger effect; in the data active = inhibition above about 50%; note: many of its hits are not listed in these tables
# Yfh1-off respiration: enhancers of respiration in Yfh1-depleted yeast, dose response, Friedreich's ataxia, plus single-dose screen (AID 1465); 220,000 tested, 0.074% active; S. cerevisiae Yfh1-off respiration, WST-1 reduction, 72 h; higher fold induction means a stronger effect; fold induction at 50 µM; hits with a dose series show EC50 in µM;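 active = fold induction of absorbance versus untreated yeast above a set limit, then at least 30% activation at any dose in follow-up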;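 note: activators that raise dye reduction in frataxin-depleted yeast; strong numbers were not always called active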
# WT yeast gro inh mutant strain: further read-out of WT yeast gro inh, marked with its call; inhibition, %; mitochondrial fusion phenotypic screen, mutant strain inhibition
# Dynein transport cytoplasmic EGFP: further read-out of Dynein transport, marked with its call; z-score; measured here: cytoplasmic GR-EGFP intensity; active compounds read high
# Dynein transport nuclear GR-EGFP: further read-out of Dynein transport, marked with its call; z-score; measured here: nuclear GR-EGFP intensity;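 lower value marks the stronger effect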
# Dynein transport cell count: also measured in Dynein transport; calls as there; z-score; measured here: cell count per field
# Insulin prom up cell count: also measured in Insulin prom up; calls as there; cell count; measured here: cytotoxicity, nuclei count;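 total cells summed across four imaged fields per well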
# Lipid droplet cells 6.5 µM: further read-out of Lipid droplet, marked with its call; cell count; measured here: cell count, cytotoxicity flag;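 cells counted across two imaged fields per well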
# b-catenin transl cell count 5 µM: second read-out of b-catenin transl, no call of its own (marks repeat the call); cell count; measured here: cell count, cytotoxicity flag
# MT stabilizer Hoechst-high %: second read-out of MT stabilizer, no call of its own (marks repeat the call); % Hoechst-high responders; measured here: nuclear condensation Hoechst responders;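 share of cells brighter than vehicle mean plus two SD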
# MT stabilizer cytotoxicity %: second read-out of MT stabilizer, no call of its own (marks repeat the call); toxicity, %; measured here: cytotoxicity by cell density;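 0% = mean cell density of plate MIN control wells and 100% = no cells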
# Autophagy mod cell loss 18 h: recorded beside Autophagy mod, whose call it bears; toxicity, %; measured here: cell loss, nuclei count;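 cell loss after 18 h compound exposure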
# Active calls of the source: *; i = inactive; . = no result given.
compound,Yfh1-off respiration,Autophagy mod,b-catenin transl cell count 5 µM,WT yeast gro inh mutant strain,Dynein transport,HEK293 NOD2/NF-kB,Dynein transport cytoplasmic EGFP,MT stabilizer,Lipid droplet,Insulin prom up cell count,WT yeast gro inh,b-catenin transl,MT stabilizer Hoechst-high %,Lipid droplet cells 6.5 µM,Insulin prom up,Autophagy mod cell loss 18 h,MT stabilizer cytotoxicity %,Dynein transport cell count,Dynein transport nuclear GR-EGFP
CCc1ccc(C(=O)COC(=O)c2cccnc2Cl)cc1,i,i,994,-8,-0.055,19%,-0.29,3.7,-1,1014,-7,2.5,2.7,708,-0.36,1,9.6,0.058,0.14
CC1=C(C(N)=O)C(c2cccc(OCc3ccccc3)c2)n2nnnc2N1 (stereo not drawn),i,i,1387,20,0.34,7%,-0.36,3.5,.,1555,20,1.1,2.8,.,0.04,6,6.5,-0.47,0.41
CN(Cc1cccs1)C(=O)c1ccc(S(=O)(=O)N2CCCCC2)cc1,i,.,1340,.,0.15,21%,-0.24,.,-19,1063,.,-1.3,.,632,0.13,.,.,0.43,0.013
CCC(C)C(=O)Nc1nc(C)c(-c2csc(Nc3ccc(Cl)cc3)n2)s1 (stereo not drawn),i,i,1207,33,-0.4,1%,-0.068,4.1,.,1254,35,5.2,1.9,.,-3.8,3,2.2,0.1,-0.77
Nc1nnc(N2CCCCCC2)s1,i,i,1057,-5,0.69,22%,-0.19,2.7,-3,.,-12,1.2,0.8,699,.,9,13,-0.8,0.56
Cc1ccc(S(=O)(=O)N2c3ccccc3CC2C)cc1 (stereo not drawn),i,i,393,3,-0.11,-14%,-0.14,13*,-4,1561,-3,44,10*,680,-1.2,32,29*,0.21,0.047
Cc1cccc2cc(C(c3nnnn3Cc3ccc4c(c3)OCO4)N3CCCC3)c(=O)[nH]c12 (stereo not drawn),i,i,838,-6,-0.76,-2%,-0.24,1.9,.,1013,-15,-3.6,2.5,.,-1.4,1,11,1.2,-0.2
COc1ccc(S(=O)(=O)N(NC2=NS(=O)(=O)c3ccccc32)C(=O)C(C)C)cc1,i,i,1060,17,-1.1,3%,-0.2,1.9,-1,1342,-2,2.4,1.5,692,-0.31,-1,12,0.88,-0.87
Cc1ccsc1/C=N/Nc1ccc(Cl)nn1,i,.,1311,.,-0.4,-42%,-0.29,.,-2,1016,.,0.4,.,688,-1,.,.,1.1,0.25
CCOc1ccc(NC(=S)c2ccncc2)cc1,i,i,958,-10,-0.11,33%,-0.32,6.8,4,1216,-18,2.2,2.3,646,-0.16,5,3.0,0.39,-0.37
CC(C)C(NS(=O)(=O)c1ccc2c(c1)oc(=O)n2C)C(=O)N1CCN(Cc2ccccc2)CC1 (stereo not drawn),i,i,1123,-6,-0.27,1%,-0.054,4.9,.,1042,0,-1.4,2.5,.,-0.09,11,5.6,0.41,-0.11
COc1cc(/C=N/n2cnnc2)ccc1OCc1ccc(C)cc1,i,i,1131,11,2.8,-13%,-0.3,1.2,-4,811,29,-1.9,1.6,753,1.4,-13,27,-0.55,1.3
Cc1cc(/C=C2/NC(=O)NC2=O)c(C)n1-c1ccc(N2CCOCC2)cc1,i,i,1085,2,0.84,23%,0.0028,4.2,-7,1607,-8,-9.7,1.8,723,1.1,11,5.0,-0.43,0.85
O=[n+]1c2c(n([O-])c3c1CCCC3)CCCC2,i,i,.,22,-1.1,-11%,-0.17,2.1,1,1114,7,.,2.2,718,1.2,-3,7.0,-0.25,-0.19
COc1cc(-c2[nH]ncc2CN2CCN(c3cccc(C)n3)CC2)cc(OC)c1OC,i,.,1252,.,-0.27,5%,-0.23,.,1,979,.,-0.4,.,758,-0.26,.,.,-0.19,-0.11
CC(C)(C)NC(=O)Cn1c(=O)oc2cc(S(=O)(=O)N3CCc4ccccc43)ccc21,i,i,1179,-6,-0.3,9%,-0.15,4.2,.,907,-9,0.2,2.6,.,-0.07,2,9.3,-0.25,-0.14
O=C(NCCCN1CCOCC1)C(C(=O)c1ccccc1)n1ccccc1=O (stereo not drawn),i,i,690,0,1.2,15%,-0.18,3.8,.,1176,-2,-0.7,1.9,.,1.8,10,3.8,-0.19,0.54
c1ccc(Sc2ncnc3ccccc23)cc1,i,.,1315,.,-1.9,15%,-0.11,.,12,1070,.,-0.5,.,687,-0.87,.,.,-0.25,-0.45
Cc1ccc(NC(=O)N2CCC(C(=O)Nc3ccc(C)cc3C)CC2)cc1,i,i,444,-8,1,12%,-0.18,4.1,-6,.,-18,0.5,1.8,745,.,-2,6.5,-1.3,0.28
CCC1CCCCN1Cc1nc2c(c(=O)n(C)c(=O)n2C)n1Cc1ccccc1 (stereo not drawn),i,i,1066,1,1.2,23%,-0.055,4.9,-14,1201,9,-2.1,0.7,713,-0.31,4,5.8,0.14,0.7
Cc1cc(C)n(-c2nc3ccccc3c(=O)n2OCc2ccc(Cl)cc2)n1,i,i,1398,11,1.3,-14%,-0.22,4.8,.,1508,13,-1.1,1.8,.,-0.18,2,3.1,-1.1,-0.32
OC1(c2cccc(C(F)(F)F)c2)CCN(c2ncnc3c2[nH]c2ccc(F)cc23)CC1,.,i,979,-7,-0.21,19%,-0.22,13,-1,506,-8,0.4,12,593,-4.9,-3,19,0.21,-0.32
Cc1cc(Cl)ccc1C(=O)C1CCCN(C(=O)c2snnc2C)C1 (stereo not drawn),i,i,956,18,-0.57,5%,-0.31,3.9,-3,1475,18,-0.4,1.9,749,-1.4,-20,2.3,0.77,-0.48
Cc1sc2nc(-c3ccco3)oc(=O)c2c1C,i,i,1010,7,-0.85,-1%,-0.26,2.4,-14,1236,-3,-1.1,0.1,736,-0.4,7,19,0.2,-0.42
CC(=O)Nc1ccc(S(=O)(=O)NCCc2ccc(S(N)(=O)=O)cc2)cc1,i,i,.,0,0.25,7%,-0.2,2.8,9,919,-5,.,1.8,846,0.12,-10,5.3,0.54,0.88
N#Cc1c2ncn(CC(=O)c3ccc(Br)cc3)c(=O)c2c2n1CCC2,i,i,1148,-13,0.33,-5%,-0.25,5.4,.,1287,2,-1.9,3.4,.,0.19,-5,4.3,-0.57,0.23
O=C(NC(=O)c1c(F)cccc1F)O/N=C1\CCCc2occc21,i,.,1244,.,-0.41,12%,-0.23,.,-3,1027,.,0.6,.,632,-0.45,.,.,0.51,0.25
O=C(O)/C(=C/c1ccco1)NC(=O)c1ccccc1,i,i,1086,7,-0.43,14%,-0.25,2.7,4,1360,-2,-0.5,2.1,712,-0.06,0,1.2,0.23,-0.24
CCN1C(=O)N(CC)C(O)(c2ccccc2)C1(O)c1ccccc1 (stereo not drawn),i,i,1232,5,0.44,-10%,-0.23,5.6,2,1281,11,-5.5,2.3,766,0.02,25,1.2,-0.8,0.4
CCc1ccc2nc(SCC(=O)NCC3CCCO3)c(C#N)cc2c1 (stereo not drawn),i,i,1623,2,-0.29,-21%,-0.0066,2.5,-23,.,-6,-0.5,1.4,684,.,0,7.2,0.74,-0.2
CC1CC(C)CN(c2nc3c(c(=O)n(C)c(=O)n3C)n2C)C1 (stereo not drawn),i,i,1029,-7,1.2,8%,-0.22,4.3,5,1161,21,-1.6,2.4,800,-1.1,-8,6.1,0.57,0.41
Cc1ccc(N2C(=O)c3sc4nnc(C)c(=O)n4c3C2=O)cc1,i,i,.,2,0.48,-3%,-0.27,3.1,-3,1276,0,.,1.9,730,0.31,-7,4.6,0.29,0.22
CSc1sc(C(=O)NNC(=O)c2ccc(Cl)cc2)c2c1C=CCC2,i,.,1103,.,-0.46,16%,-0.17,.,-7,1425,.,-1.1,.,726,0.06,.,.,-0.086,-0.29
COCCn1nnnc1C(C(C)C)N1CCSCC1 (stereo not drawn),i,i,1033,-24,-0.37,2%,-0.23,1.5,-1,.,-6,-0.9,0.4,734,.,24,1.7,-0.85,0.35
COc1ccc(CC(=O)NC(CC(=O)O)c2ccc(OC)cc2)cc1 (stereo not drawn),i,i,1383,-18,0.29,8%,-0.38,7.1,.,1620,-8,0.1,4.4,.,0.91,43,9.5,-0.17,0.3
Cn1nnc2cc(C(=O)Nc3cccnc3)ccc21,i,i,.,-25,-0.26,-8%,-0.22,2.6,10,1269,-1,.,1.6,752,0.2,-6,4.3,0.93,-0.3
Cc1cccc(N(C(=O)CCC(=O)Nc2cccnc2)C(C(=O)NC2CCCC2)c2ccncc2)c1 (stereo not drawn),i,i,471,-3,-0.25,6%,-0.079,4.1,-5,.,-2,-11,1.9,765,.,-6,7.2,0.59,-0.23
Cc1ccc(C(=O)NN2CCOCC2)cc1,i,i,.,-8,-0.87,-19%,-0.21,2.7,.,.,-25,.,1.5,.,.,0,6.5,1.6,-0.94

# This is a subset, so the mix of outcomes need not match the whole.
